Screening results from PubChem.
CHT inh – human CHT choline transport inhibition; AID 488975; hit rate 0.86% among 310,000; CHT-expressing cells, membrane potential dye, choline response; active compounds read low; B-score at 10 µM;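 active means B-score over 3 SD under the library average, and starting fluorescence ratio not unusually high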;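 further: choline stimulus applied at its EC90 after an EC20 pre-addition; B-score computed on integrated fluorescence ratio after choline addition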
KCNQ2 block – KCNQ2 potassium channel inhibitors, primary screen, cell-based, CHO-K1, FluxOR thallium flux, B-score (AID 2156) | B-score at 10 µM | 20 min; active compounds read low | hit rate 1.1% among 310,000 | O88943;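 active means fluorescence ratio B-score at most minus 3 library SDs, with starting brightness B-score within 2 library SDs, cut at about -5.5 in these data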
Target sequence (O88943 whole entry, looked up): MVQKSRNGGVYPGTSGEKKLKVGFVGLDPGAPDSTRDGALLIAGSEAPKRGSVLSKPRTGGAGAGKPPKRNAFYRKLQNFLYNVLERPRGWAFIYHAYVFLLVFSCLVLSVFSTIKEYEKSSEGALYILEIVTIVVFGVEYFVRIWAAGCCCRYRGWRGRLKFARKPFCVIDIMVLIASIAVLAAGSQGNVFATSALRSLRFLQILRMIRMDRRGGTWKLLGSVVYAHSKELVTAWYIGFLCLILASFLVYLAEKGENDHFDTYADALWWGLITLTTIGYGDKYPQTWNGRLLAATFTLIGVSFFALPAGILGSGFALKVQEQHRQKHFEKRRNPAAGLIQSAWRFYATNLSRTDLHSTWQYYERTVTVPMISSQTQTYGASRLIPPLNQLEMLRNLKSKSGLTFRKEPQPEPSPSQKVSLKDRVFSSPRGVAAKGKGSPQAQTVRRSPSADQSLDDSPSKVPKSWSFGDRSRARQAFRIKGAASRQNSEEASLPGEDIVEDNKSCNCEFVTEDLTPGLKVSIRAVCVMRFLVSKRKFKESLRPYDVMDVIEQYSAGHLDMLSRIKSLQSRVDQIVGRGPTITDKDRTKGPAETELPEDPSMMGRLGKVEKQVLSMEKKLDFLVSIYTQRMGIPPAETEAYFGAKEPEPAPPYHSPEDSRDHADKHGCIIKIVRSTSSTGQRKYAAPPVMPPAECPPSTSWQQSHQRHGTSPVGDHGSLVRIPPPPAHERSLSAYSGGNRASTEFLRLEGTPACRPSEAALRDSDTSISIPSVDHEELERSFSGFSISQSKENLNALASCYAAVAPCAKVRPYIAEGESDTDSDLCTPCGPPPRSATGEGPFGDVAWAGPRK
Active calls of the source: *; i = inactive; / = not tested or not shown.

Order of values: CHT inh | KCNQ2 block
- CCN(CC)S(=O)(=O)c1ccc(C(=O)OCC(=O)NCCN2C(=O)CSC2=O)cc1
  i | i
- CCc1ccc(NC(=O)Cn2nc(C(F)(F)F)c3c2CCC3)cc1
  i | i
- FC(F)(F)c1cccc(Cn2nnnc2-c2cc(Cl)cc(Cl)c2)c1
  i | i
- Cc1c(CCOC(=O)c2ccccc2)sc[n+]1Cc1ccccc1
  i | i
- COc1ccccc1NS(=O)(=O)c1cc(NC(=O)CCNC(C)=O)ccc1C
  i | i
- COc1cccc(NC(=O)c2c(F)cccc2F)c1
  i | /
- O=C(NCCCN1CCOCC1)C(=O)NCC1CCCO1 (stereo not given)
  i | i
- O=C(NCc1ccccc1)C(c1ccncc1)N(C(=O)c1ccccn1)c1ccccc1 (stereo not given)
  i | i
- C=CCC(C(=O)c1ccccc1)[N+](C)(C)CC=C (stereo not given)
  i | i
- COc1ccc(N2CCN(C(=O)CCS(=O)(=O)c3ccc4c(c3)NC(=O)CO4)CC2)cc1
  i | i
- Cc1cccc(C)c1OCC(=O)Nn1c(C)nc2ccccc2c1=O
  i | i
- C=C(C)Cn1c(SCC)nc2ccccc2c1=O
  i | i
- COc1ccc(CCn2nnnc2CN2CCN(C(=O)c3ccco3)CC2)cc1OC
  i | i
- COc1ccccc1CNC(=O)C1CCCN(c2cnccn2)C1 (stereo not given)
  i | i
- COC(=O)CNC(=O)C1CCN(C(=O)OCc2ccccc2)CC1
  i | /
- O=C(CCN1C(=O)S/C(=C\c2ccccc2)C1=O)NCCCn1ccnc1
  i | i
- O=C(Nc1ccc2c(c1)OCCO2)c1cc(F)c(F)cc1Cl
  i | i
- NS(=O)(=O)c1ccc(CCNC(=O)c2ccccc2F)cc1
  i | i
- Cc1[nH]c2ccccc2c1CC#N
  i | i
- Cc1cc(=O)[nH]c(N/N=C/c2ccc3c(c2)OCCO3)n1
  i | i
- CC1(C)C(=O)CC[C@@]2(C)[C@H]1CC[C@@]1(C)CC3=C(CC[C@@H]12)[C@@]1(C)CCC(=O)C(C)(C)[C@@H]1CC3
  i | /
- Cc1ccc2ncnc(NCCC(=O)O)c2c1
  i | i
- CCn1c(=O)cc(OCC(=O)N2CCCC2)c2ccccc21
  i | i
- CCc1cccc(C)c1NC(=S)NCc1cccn1C
  i | i
- COC(=O)c1ccc(N2C(=O)CC(N(C)Cc3ccccc3)C2=O)cc1 (stereo not given)
  i | i
- CCCOc1ccc(-c2c(C(=O)N/N=C(\C)c3ccco3)nnn2-c2nonc2N)cc1
  i | i
- CC1CCN(C(=O)CSc2nnc3ccc(-c4cccnc4)nn23)CC1
  i | i
- O=C(Nc1cc(=O)[nH]c2nc(-c3ccccc3)nn12)c1ccc(Cl)cc1
  i | i
- COc1ccc(C(=O)NCCNC(=O)c2ccc(OC)cc2)cc1
  i | i
- CCOc1cccc(C2C(C#N)=C(N)Oc3cc(C)[nH]c(=O)c32)c1OCC (stereo not given)
  i | i
- CC(NC(=O)c1ccccc1)c1ccc(Br)cc1 (stereo not given)
  i | i
- COc1ccc(Nc2nc(N)c([N+](=O)[O-])c(N3CCOCC3)n2)cc1
  i | i
- CCOc1ccc(CC(=O)N/N=C/c2sccc2C)cc1
  i | i
- CSc1nnc2ccc(-c3ccccn3)nn12
  i | i
- CN(CCCC(=O)N1CCCC(C(N)=O)C1)S(=O)(=O)c1ccc(F)cc1 (stereo not given)
  i | i
- CCc1cccc(NC(=O)CSc2nc3c(c(=O)[nH]2)CCCC3)c1
  i | i
- COc1ccc(/C=N/NC(=O)Cc2n[nH]c(=O)[nH]c2=O)cc1
  i | i
- Cc1cc(-c2nn(-c3ccccc3F)cc2CN2CCN(c3ccncc3)CC2)c(C)s1
  i | i
- CN(CC(=O)Nc1ccccc1Br)C(=O)CNC(=O)c1ccc2c(c1)OCO2
  i | i
- COc1ccc(CNC(=O)c2ccccc2C(=O)O)cc1
  i | i
- O=C(CSc1ncn[nH]1)CSc1ncn[nH]1
  i | i
- CCN(Cc1ccccc1)C(=O)c1cc(COc2c(F)cccc2F)on1
  i | i
- Cc1nnc(SCc2nnc(-c3cccs3)o2)s1
  i | i
- COC(=O)c1ccc(OS(=O)(=O)N(C)C)cc1
  i | i
- COc1cc2c(c(OC)c1OC)CC(=O)N(C)CC2
  i | i
- Cc1cccc(NC(=O)c2ccc(NC(C)c3ccccc3)c([N+](=O)[O-])c2)n1 (stereo not given)
  i | i
- CC1CCN(C(=O)Cn2nnc(-c3ccccc3)n2)CC1
  i | i
- Cc1onc(-c2ccccc2)c1C(=O)OCC(=O)N1CCN(c2ccccc2)CC1
  i | i
- O=C(NCCN1C(=O)S/C(=C\c2ccccc2F)C1=O)C1CCCN1C(=O)c1cccs1 (stereo not given)
  i | i
- O=C(COc1ccc(Br)cc1Cl)NC1CCCCC1
  i | i
- O=C1Nc2ccccc2S/C1=C/Nc1cccc(Cl)c1
  i | i
- COc1cc(NS(=O)(=O)c2ccc(NC(=S)NC(=O)/C=C/c3ccc(OC)c(OC)c3)cc2)ncn1
  i | i
- CCCCS(=O)(=O)Nc1ccc2c(c1)ncn2C1CCCCC1
  i | i
- Cc1c(NC(=O)c2n[nH]c(=O)c3ccccc23)c(=O)n(-c2ccccc2)n1C
  i | i
- COC(=O)Nc1ccc(S(=O)(=O)N2CCCC(C(=O)NC3CCS(=O)(=O)C3)C2)cc1 (stereo not given)
  i | i
- CS(=O)(=O)N1CCC(C(=O)Nc2ccccc2Br)CC1
  i | i
- COC(=O)CC1COc2ccccc2N1S(=O)(=O)c1ccc(Br)cc1 (stereo not given)
  i | i
- Cc1nnsc1Sc1ccccc1C(=O)O
  i | i
- C/C(Cl)=C\Cn1c(Nc2cccc(C)c2)nc2c1c(=O)n(C)c(=O)n2C
  i | i
- Cc1ccccc1S(=O)(=O)Oc1cccc2c(O)cccc12
  i | i

Remaining list, next part:
Order of values: CHT inh | KCNQ2 block
- CC1CC(C(F)F)n2nc(C(=O)Nc3sc4c(c3C#N)CCC(C(C)(C)C)C4)nc2N1 (stereo not given)
  i | i
- CCN1CNC(=S)N(c2cccc(C)c2)C1
  i | i
- COc1ccc(CCNC(=O)CN(c2ccccc2)S(C)(=O)=O)cc1
  i | i
- Fc1ccccc1OCCCCSc1ncccn1
  i | i
- Cc1sc(NC(=O)CSC2=NCCS2)nc1-c1ccccc1
  i | i
- COc1ccnc2c1c(=O)n(Cc1c(F)cccc1Cl)c(=O)n2C
  i | i
- COC(=O)c1ccccc1NC(=O)CCc1ccccc1
  i | i
- COc1ccccc1-n1c(C)cc(/C=C2\C(=N)N3N=C(CC(=O)N4CCOCC4)SC3=NC2=O)c1C
  i | i
- C=CCNc1nc(Cl)nc(Nc2ccc(OC)cc2OC)n1
  i | i
- CN(CC(=O)Nc1ccccc1Cl)C(=O)COC(=O)/C=C/c1ccccc1
  i | i
- COC(=O)c1ccc(N2CCN(S(=O)(=O)c3ccc(Br)cc3)CC2)c([N+](=O)[O-])c1
  i | i
- CN1CCN(S(=O)(=O)c2ccc(N3CCN(S(=O)(=O)/C=C/c4ccccc4)CC3)nc2)CC1
  i | i
- COC(=O)c1cc(C(=O)c2ccc(Cl)cc2Cl)cn1C
  i | i
- COc1cc(OC)cc(C2=NC3(CCC(C)CC3)NC2=S)c1 (stereo not given)
  i | i
- COC(=O)c1cccc(NS(=O)(=O)c2ccc(OC)c(C(=O)N3CCOCC3)c2)c1C
  i | i
- Cc1ccccc1C(=O)c1cccn1CC(=O)NCCC1=CCCCC1
  i | i
- O=S(=O)(c1ccccc1Cl)N1CCCC(c2nc(-c3cccnc3)no2)C1 (stereo not given)
  i | i
- CCCn1c(=N)n(CC(=O)c2ccc(OCC(=O)OC)cc2)c2ccccc21
  i | i
- O=C(NC(=S)Nc1ccc2oc(-c3ccncc3)nc2c1)c1ccccc1F
  i | i
- Cc1cc(C)c(S(=O)(=O)N2CCC(C(=O)NCc3ccc(Cl)cc3Cl)CC2)c(C)c1
  i | i
- Cc1cc(C)nc(SCc2ccc(C(=O)N/N=C/c3cccc(O)c3O)cc2)n1
  i | i
- COc1ccc(C(=O)c2c(-c3ccc(OC)cc3)oc3ccc(-c4cc(OC)c(OC)c(OC)c4)cc23)cc1
  i | i
- Cc1ccccc1-c1nc2ccccc2[nH]1
  i | i
- COC(=O)c1nn(-c2cccc(C(F)(F)F)c2)ccc1=O
  i | i
- O=[N+]([O-])c1cccc2ccc(/C=C/c3ccc(F)cc3)nc12
  i | i
- O=C(CCOc1ccccc1)Nc1ccccc1F
  i | i
- COc1ccccc1N1C(=O)C2C3C=CC(C3)C2C1=O (stereo not given)
  i | i
- NC(=O)c1ccccc1OCc1nc2ccccc2s1
  i | i
- COc1ccc(Oc2coc3cc(OC(=O)c4cncc(Br)c4)ccc3c2=O)cc1
  i | /
- CCC1=C(OC(=O)N(CC)CC)N2C(=O)OC(=NCCc3c[nH]c4ccccc34)[C@]2(Cc2ccccc2)[C@H]2C1=CC[C@H]1C(=O)N(C)C(=O)[C@H]12
  i | i

A second format for 2 compounds above:
molecule,CHT inh,KCNQ2 block
COc1ccccc1-n1c(C)cc(/C=C2\C(=N)N3N=C(CC(=O)N4CCOCC4)SC3=NC2=O)c1C,i,i
COc1ccc(C(=O)c2c(-c3ccc(OC)cc3)oc3ccc(-c4cc(OC)c(OC)c(OC)c4)cc23)cc1,i,i

The list goes on.
Order of values: CHT inh | KCNQ2 block
- CC(C)[C@H](NC(=O)c1c(F)cccc1F)C(=O)OCC(=O)NC(=O)NC1CCCC1
  i | i
- CCC1CCCCN1C(=O)CSc1nnc(CNC(=O)c2c(F)cccc2Cl)o1 (stereo not given)
  i | i
- CN1CCN(C(=O)Nc2ccc([N+](=O)[O-])cc2)CC1
  i | i
- COC(=O)CCCC1=CC2=C(c3ccccc3)C(=O)C(C)(OC(=O)C3CCCC3)C(=O)C2=CN1CCCCO (stereo not given)
  i | i
- CC(=O)N1CCOc2ccc(S(=O)(=O)N3CCC(C(=O)Nc4ccc(C)cc4)CC3)cc21
  i | i
- CCc1nn2c(N3CCOCC3)cc(C)nc2c1-c1ccc(F)cc1
  i | i
- COc1ccc(C(CC(=O)NCC(OC)OC)NS(=O)(=O)c2ccc(Cl)cc2)cc1 (stereo not given)
  i | i
- O=C(CN(CC1CCCO1)C(=O)CNS(=O)(=O)c1ccc(F)cc1)NCC1CCCO1 (stereo not given)
  i | i
- O=C(N/N=C/c1c[nH]c2ccccc12)c1ccc(Cl)cc1
  i | i
- COc1ccc(/C=C2\CN(Cc3ccccc3)C/C(=C\c3ccc(OC)cc3)C2=O)cc1
  i | /
- Cc1cccc(OCCCC(=O)O)c1
  i | i
- CSCC[C@H](NC(=O)OC(C)(C)C)C(=O)NCC1CCC(C(=O)N[C@@H](Cc2ccccc2)C(=O)O)CC1 (stereo not given in full)
  i | i
- NS(=O)(=O)c1ccc(NC(=O)COC(=O)c2cc(Cl)ccc2[N+](=O)[O-])cc1
  i | i
- O=C(O)CSc1nc2ccccc2n1Cc1ccccc1
  i | i
- O=C(Cn1cccc(C(F)(F)F)c1=O)c1ccc(Cl)cc1
  i | i
- CCOC(=O)NC(=O)COC(=O)c1cccc2ccccc12
  i | i
- CC(C)OCCCNC(=O)CCSc1ccc(Cl)cc1
  i | i
- CC(C)(C)N1C(=O)[C@H]2[C@@H](c3ccc(Br)cc3)N3C(=O)N(c4cccc(Br)c4)C(=O)[C@@]3(Cc3ccccc3)[C@H]2C1=O
  i | i
- COc1cccc(-c2nn(C)c3sc(C(=O)N4CCN(c5ccccn5)CC4)cc23)c1
  i | i
- COc1ccc(C/C(C)=N/NC(=O)c2ccc(C)cc2C)cc1
  i | i
- CCCC(NC(=O)c1c(C)noc1C)C12CC3CC(CC(C3)C1)C2 (stereo not given)
  i | i
- O=C(NCCCN1CCOCC1)c1ccc(Br)cc1Br
  / | i
- Cc1cc(Br)cc(/C=N/NC(=O)c2ccc3c(c2)OCO3)c1O
  i | i
- CCCC(=O)n1nc(-c2ccccc2)nc1SC
  i | i
- Cc1ccccc1N1CCN(C2CCCN(C(=O)c3cc(C(C)C)[nH]n3)C2)CC1 (stereo not given)
  i | i
- O=C(NCCCOc1cccc(CN2CCCCC2)c1)c1ccc(Cl)c(Cl)c1
  -10.9* | i
- CN1CCN(C(=O)c2ccccc2-c2nc(-c3ccc(Cl)cc3)no2)CC1
  i | i
- CCOC(=O)COc1ncn(-c2ccccc2)n1
  i | i
- Cc1nc2c(Br)cc(Br)cc2cc1O
  i | i
- CCCS(=O)(=O)N1CCN(c2ccccn2)CC1
  i | i

A second format for some results above:
COc1ccc(C/C(C)=N/NC(=O)c2ccc(C)cc2C)cc1
  CHT inh: i; KCNQ2 block: i
CCCC(NC(=O)c1c(C)noc1C)C12CC3CC(CC(C3)C1)C2 (stereo not given)
  CHT inh: i; KCNQ2 block: i
O=C(NCCCN1CCOCC1)c1ccc(Br)cc1Br
  CHT inh: /; KCNQ2 block: i
Cc1cc(Br)cc(/C=N/NC(=O)c2ccc3c(c2)OCO3)c1O
  CHT inh: i; KCNQ2 block: i

Further records follow.
Order of values: CHT inh | KCNQ2 block
- Cc1nn(C)c(C(=O)Nc2ccn(C34CC5CC(CC(C5)C3)C4)n2)c1[N+](=O)[O-]
  i | i
- CC1=C(C(=O)Nc2ccc(C)cc2C)C(c2ccc([N+](=O)[O-])cc2)n2ncnc2N1 (stereo not given)
  i | i
- CCOc1ccc(N/C(=N/c2nc(C)cc(C)n2)NC(=O)CC)cc1
  i | i
- Cc1ccccc1C(=O)Nc1nc(SCc2ccc(Cl)cc2)n[nH]1
  i | i
- N#Cc1ccc(-c2csc(NC(=O)/C=C/c3cccs3)n2)cc1
  i | i
- CC(=O)Nc1ccc(SCC(=O)c2cc(C)n(CC(F)(F)F)c2C)cc1
  i | i
- COc1ccccc1OCC(O)CN1C(=O)NC(C)(C)C1=O (stereo not given)
  i | i
- CCOC(=O)N1CCN(C(=O)C2CCCN(S(=O)(=O)c3ccccc3)C2)CC1 (stereo not given)
  i | i
